Source: PubChem (The Scripps Research Institute Molecular Screening Center)
GalR3 antagonist = GalR3 antagonists in HEK293 cells, primary screen, cell-based, fluorescence readout. Galanin receptor type 3 (Homo sapiens), O60755. HEK293 GalR3-CNG cAMP membrane potential fluorescence; galR3 body fused to GalR1 C-terminus. inhibition, % at 3 µM. 360,000 compounds, 0.44% hits;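 active means inhibition above the screen-wide average plus 3 SD, cut at about 13% in these data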;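 further: forskolin and galanin both at EC90 stimulate the cells; cAMP rise reported by CNG channel membrane potential dye signal; 0% = forskolin plus galanin with DMSO and 100% = forskolin alone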
Target sequence (O60755 1-299 limits assumed): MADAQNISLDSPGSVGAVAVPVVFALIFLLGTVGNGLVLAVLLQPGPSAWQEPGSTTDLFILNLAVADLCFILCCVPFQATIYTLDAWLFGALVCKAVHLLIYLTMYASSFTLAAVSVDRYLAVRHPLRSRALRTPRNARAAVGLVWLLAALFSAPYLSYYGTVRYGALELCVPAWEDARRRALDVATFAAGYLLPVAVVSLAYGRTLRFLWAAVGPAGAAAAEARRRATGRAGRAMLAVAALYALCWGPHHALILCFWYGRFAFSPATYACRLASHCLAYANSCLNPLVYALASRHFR
* = called active by the depositor. An excerpt (hit frequency here may not be typical).

SMILES	GalR3 antagonist
CN(C(=O)c1ccc(NC(=O)Cc2cccc(NC(=O)C3CCCN(S(=O)(=O)c4cccc([N+](=O)[O-])c4)C3)c2)cc1)C1CC1 (centres undefined)	-4
Nc1nc(N)c2[nH]c(=S)[nH]c2n1	-4
COC(=O)[C@]12C[C@H](CC(=O)N3CCSCC3)C(=O)N(CCC3=CCCCC3)C1=C[C@H](C(C)(C)C)O[C@@H]2C	-7
c1ccc(NN(Cc2ccncc2)c2ccccc2)cc1	-6
CCCCn1nnnc1C(c1ccccc1)N1CCN(c2ccc(OC)cc2)CC1 (centres undefined)	-7
COc1cc(CNc2ncnc3c2ncn3[C@H]2CN(Cc3cc(OC)c(OC)c(OC)c3)C[C@@H](CO)O2)cc(OC)c1OC	-2
COc1ccc(CCCN2CCC(CN3C(=S)NC[C@@H]3Cc3ccccc3)CC2)cc1OC	-3
COc1ccc(CNC(=O)OC2CC3CC2[C@H]2CCCCN2C3=O)cc1 (some centres undefined)	-3
CCCN1CCN(CCCNC(=O)CN2C(=O)COc3ccc(C(C)(C)C)cc32)CC1	-4
O=C(CNSc1ccc([N+](=O)[O-])cc1[N+](=O)[O-])OCc1ccccc1	-3
COc1ccc(Cc2c(C(C)(C)C)nc3cc(C)c(Br)c(C)n23)c(C)c1	-5
CCN(CC)C(=O)[C@H]1C[C@@H]2[C@H](C[C@@H](c3ccccc3)[C@H]1C)N(c1ccc(F)cc1)C(=O)N2CCCOc1ccccc1	-8
OCCc1ccc(NCCc2ccco2)cc1	-6
O=C1NC[C@H](CCCCN2C[C@H](Cc3ccc(O)cc3)N(Cc3ccccc3)C(=O)C2=O)N(CCc2ccc(O)cc2)C1=O	-4
CNC(=O)C1CN(C(=O)c2nn(Cc3ccccc3)c(=O)c3ccccc23)c2ccccc2O1 (centres undefined)	-6
CCCCCCCCN1C(=O)[C@H](CC(=O)NCc2cccs2)C[C@@]2(C(=O)OCC)CCCC=C12	-7
COc1cc(C(=O)C(=O)N2CCC(Cc3ccccc3)CC2)cc2ccccc12	-7
O=S1(=O)CC(N2CCN(Cc3ccccc3F)CC2)CN1Cc1cn(Cc2ccc(Cl)cc2)nn1 (centres undefined)	-6
COc1ccc(CCCNC(=O)C2Cc3c(-c4cccc(NC(C)=O)c4)ccnc3O2)cc1 (centres undefined)	-7
O=S(=O)(Cc1ccccc1)NC1c2ccccc2Oc2ccccc21	-3
CCc1cc2c(nc1CC)CCCN2S(=O)(=O)c1c(C)noc1C	0
Cc1ccc(F)c(S(=O)(=O)NC(=O)C2(C)CCN2C(=O)Cc2ccccc2)c1 (centres undefined)	-5
CN(C)C(=O)CCc1ccc2c3c([nH]c2c1)[C@]1(C)[C@@H](C(=O)N2CCOCC2)C[C@H](CC(=O)NCCC2=CCCCC2)C(=O)N1CC3	-6
Cc1ccc(CNC(=S)Nc2ccc3c(c2)c(=O)n(C)n3Cc2cccc(C(F)(F)F)c2)cc1	-5
O=S(=O)(c1ccc(NC(=S)NC23CC4CC(CC(C4)C2)C3)cc1)N1CCCCC1	-6
COC(=O)[C@]12C[C@H](CC(=O)N3CCN(C(=O)C4CC4)CC3)C(=O)N(Cc3ccccc3)C1=C[C@H](C(C)(C)C)O[C@@H]2C	-7
CC1(c2nc3ccccc3[nH]2)c2ccccc2C(=O)N1Cc1ccccn1 (centres undefined)	-4
Cc1c(C(=O)Nc2nccs2)oc2ccccc12	-1
CCN(CC)S(=O)(=O)c1ccc(N2CC(C(=O)Nc3cccc(C(=O)NC4CC4)c3)CC2=O)cc1 (centres undefined)	-6
CCC(c1nc2ccccc2[nH]1)n1c(=O)c(-c2ccco2)nc2ccccc21 (centres undefined)	0
CCOc1ccc(-c2cccc(NS(=O)(=O)c3cccc([N+](=O)[O-])c3)c2)nn1	-4
CCC(c1nc2ccccc2[nH]1)n1c(-c2ccnc(Cl)c2)nc2ccccc21 (centres undefined)	-4
CCNC(COC(=O)c1ccc([N+](=O)[O-])cc1)C1CCCCC1 (centres undefined)	-4
Cc1ccc(S(=O)(=O)N2C[C@H]3N(C(=O)OC(C)C)N(C(=O)OC(C)C)C[C@H](OC(=O)NCc4ccccc4)[C@@]3(O)C2)cc1	-4
COc1cc(OC)cc(C2=Cc3ccccc3C(CC(=O)c3ccco3)N2c2ccc(-c3ccc(C(N)=O)cc3)cc2)c1 (centres undefined)	-8
CC(C)Cc1ccc(C(C)CC2=CCC(CN(C)C)C2=O)cc1 (centres undefined)	-3
CCc1ccccc1CC1CN(Cc2ccccc2)Cc2ccccc2N1c1ccc(OC)cc1 (centres undefined)	-5
COc1ccccc1C(=O)NCCC(=O)N1CCN(c2ccc(C(F)(F)F)cn2)CC1	0
Cn1nc(SCc2ccccc2)c(=O)[nH]c1=O	-7
O=C(OCc1ccccc1)N1CCC2CC1c1cc(-c3cc4ccccc4o3)ccc12 (centres undefined)	-7
C[C@@H]1CN([C@@H](C)CO)S(=O)(=O)c2ccc(Br)cc2O[C@H]1CN(C)C(=O)c1ccncc1	-3
CC1(C(=O)NS(=O)(=O)Cc2cccc(Cl)c2)CCN1C(=O)Cc1ccc(-c2ccccc2)cc1 (centres undefined)	-6
CCCCN(C=O)c1c(CC)nc2c(OCC(=O)C(C)(C)C)cccn12	-6
Cc1ccc(C(=O)NCc2cccc(C(F)(F)F)c2)cc1S(=O)(=O)N1CCCCC1	-6
CN(C)S(=O)(=O)c1cccc(NC(=S)NC(=O)c2ccco2)c1	-5
Cc1ccc(Sc2ccc(NC(=O)c3ccc(F)cc3)cc2C#N)cc1	-6
C[C@H]1CN([C@@H](C)CO)S(=O)(=O)c2ccc(Br)cc2O[C@H]1CN(C)C(=O)Cc1ccccc1	-6
C[C@H](CO)N1C[C@H](C)[C@@H](CN(C)S(=O)(=O)c2cccs2)OCc2cnnn2CCCC1=O	6

Sorted by length of the SMILES (low to high): 3 of the compounds above.
SMILES	GalR3 antagonist
Cn1nc(SCc2ccccc2)c(=O)[nH]c1=O	-7
CCCCN(C=O)c1c(CC)nc2c(OCC(=O)C(C)(C)C)cccn12	-6
C[C@@H]1CN([C@@H](C)CO)S(=O)(=O)c2ccc(Br)cc2O[C@H]1CN(C)C(=O)c1ccncc1	-3

Six entries out of the list above, sorted by the value under GalR3 antagonist, largest number first.
SMILES	GalR3 antagonist
C[C@H](CO)N1C[C@H](C)[C@@H](CN(C)S(=O)(=O)c2cccs2)OCc2cnnn2CCCC1=O	6
COc1ccccc1C(=O)NCCC(=O)N1CCN(c2ccc(C(F)(F)F)cn2)CC1	0
C[C@@H]1CN([C@@H](C)CO)S(=O)(=O)c2ccc(Br)cc2O[C@H]1CN(C)C(=O)c1ccncc1	-3
CN(C)S(=O)(=O)c1cccc(NC(=S)NC(=O)c2ccco2)c1	-5
Cc1ccc(C(=O)NCc2cccc(C(F)(F)F)c2)cc1S(=O)(=O)N1CCCCC1	-6
Cn1nc(SCc2ccccc2)c(=O)[nH]c1=O	-7

(cont.)
SMILES	GalR3 antagonist
CCCc1nc2ccc(C(=O)OC)cn2c1Cc1ccccc1	-3
CN[C@@H](CO)C(=O)NC[C@H]1O[C@@H](n2cc(C)c(=O)[nH]c2=O)C[C@@H]1O	-5
CCOC(=O)C1(C)CCCCN1C(=O)c1cccnc1 (centres undefined)	-7
CN(CC(=O)Nc1cccc(F)c1)C(=O)C1CCC(C(=O)N(C)CC(=O)Nc2cccc(F)c2)CC1 (centres undefined)	-6
CC(=O)NC(c1cccc(F)c1)c1nc(-c2cccc(C(F)(F)F)c2)cs1 (centres undefined)	-3
Cc1cc(C)cc(Cn2cc(CN3CC(N4CCN(Cc5ccccc5F)CC4)CS3(=O)=O)nn2)c1 (centres undefined)	-5
CN[C@@H](C)C(=O)NC[C@H]1O[C@@H](n2cnc3c(N)ncnc32)[C@H](O)[C@@H]1O	-7
COc1cccc(CNc2nc3cc(-c4cccc(Cl)c4)sc3c(=O)n2C)c1OC	-3
Nc1nc2ccccc2n1S(=O)(=O)c1ccccc1	-5
COc1ccc2nc(Cl)c(C=O)c(N3CCOCC3)c2c1	-8
O=c1[nH]nc(N=Nc2c(O)[nH]c3ccc(F)cc23)c(=O)[nH]1	1
C[C@@H]1CN([C@H](C)CO)C(=O)CCCn2cc(nn2)CO[C@H]1CN(C)S(=O)(=O)c1ccccc1	-7
CCC(CC)C(C(=O)NCc1ccccc1)N1CCN(C(=O)C2CCCO2)CC1 (centres undefined)	-8
CC1(C)CC(=O)C=C(c2cccc(OC(=O)c3ccc(Br)cc3)c2)C1=O	-8
Cc1cc(C)c2c(c1C)C(=O)CCC2	7
CS(=O)(=O)Nc1ccc(-c2cccc3nccn23)cc1	-7
CCOC(=O)[C@]12CCCC=C1N(CCc1ccc(OC)c(OC)c1)C(=O)[C@H](CC(=O)N1CCN(C(=O)C3CC3)CC1)C2	-6
CC[C@]12c3[nH]c4ccc(OC)cc4c3CCN1C(=O)C(CC(=O)NCCC1=CCCCC1)C[C@@H]2C(=O)N1CCN(C(=O)C2CC2)CC1 (some centres undefined)	-4
S=C(Nc1ccccc1)Nc1ccccn1	-8
COC(=O)C1=C(C)N(Cc2ccccc2C(F)(F)F)C(=NCc2ccccc2)NC1c1ccc(F)cc1 (centres undefined)	-9
CCCCN(CC(=O)Nc1cccc(S(=O)(=O)N2CCCC2)c1)Cc1nc2ccccc2c(=O)[nH]1	-1
COc1cc(-c2cc(C(=O)Nc3cc(S(=O)(=O)N4CCOCC4)ccc3C)c3ccccc3n2)cc(OC)c1OC	-5
CCCCCCCCN1C(=O)[C@H](CC(=O)NCC23CC4CC(CC(C4)C2)C3)C[C@@]2(C(=O)OCC)CCCC=C12	-7
Cn1c(-c2ccccc2)cc(=NNS(C)(=O)=O)c2cc(S(=O)(=O)O)ccc21	-3
CN(C)CCNC(=O)c1ccc(Cl)c2cc3ccccc3nc12	-6
O=C(Nc1ccccc1)c1cc(C2COCCN2C(=O)c2ccccn2)on1 (centres undefined)	-6
COc1ccc(C(O)c2ncc(-c3ccc(Cl)cc3)[nH]2)cc1 (centres undefined)	-6
COc1cc(-c2cc3nc(NCc4cccc(Cl)c4)ccn3n2)cc(OC)c1OC	-2
COc1ccc(C=C(C(=O)c2ccccc2)C(=O)c2ccccc2)cc1	-6
CC(=O)Nc1nnc([N+](=O)[O-])s1	-5
Cc1cccc(C)c1NC(=O)C(c1cccc2ccccc12)n1c(=O)c(-c2ccco2)nc2ccccc21 (centres undefined)	-6
CC1=C(c2ccccc2)C(=O)C(C)(C)CC1=O	-4
NC(=O)c1ncn([C@@H]2O[C@H](C(=O)N[C@H](Cc3c[nH]c4ccccc34)C(=O)N3CCN(C(=O)N4CCOCC4)CC3)[C@@H](O)[C@H]2O)n1	-8
C[C@H](CO)N1C[C@H](C)[C@@H](CN(C)C(=O)Nc2ccccc2)Oc2cc(Br)ccc2S1(=O)=O	-5
CCN(CC)C1Oc2cc3c(cc2C(c2cc(OC)c(O)c(OC)c2)C1C)OCO3 (centres undefined)	3
COC(=O)[C@]12C[C@H](CC(=O)NCc3cccc4ccccc34)C(=O)N(CCc3ccc(OC)c(OC)c3)C1=C[C@H](C(C)(C)C)O[C@@H]2C	-7
CC[C@@H](C)[C@@H](CO)NC(=O)[C@H]1O[C@@H](n2cnc3c(N)ncnc32)[C@H](O)[C@@H]1O	-6
O=c1ccc2cccc([N+](=O)[O-])c2[nH]1	-6
CCOC(=O)C1CCCN(C(=O)c2cc(-c3cccs3)oc2C)CC1 (centres undefined)	-4
Cc1[nH]c2ccccc2c1CC(=O)Nc1ccc(Nc2ccccc2)cc1	-5
CC1(c2nnnn2Cc2ccccc2)CCC(=O)N1CCOc1ccccc1 (centres undefined)	-5
CN1CCN(C(=O)OC2CC3CC2[C@H]2CCCCN2C3=O)CC1 (some centres undefined)	-1
COc1cccc(CC(=O)Nc2ccc3c(c2)c(=O)n(C)n3-c2ccc(C(C)(C)C)cc2)c1	-3
CN(C)c1ccc(NC(=O)Nc2nnc([C@H]3C[C@H](O)[C@@H](CO)O3)s2)cc1	-6
Cc1cn([C@H]2C[C@H](O)[C@@H](CNCc3ccc(CN(C)S(C)(=O)=O)o3)O2)c(=O)[nH]c1=O	-6
O=S(CC(O)c1ccccc1)c1ccccc1 (centres undefined)	-7
Cc1onc(-c2c(F)cccc2Cl)c1C(=O)Nc1cc2cc([N+](=O)[O-])ccc2oc1=O	-5
Cc1cccc(C)c1N1C(=O)c2ccccc2NC(=O)C1C(=O)NCCc1ccccc1F (centres undefined)	0
C[C@H](CO)N1C[C@H](C)[C@@H](CN(C)S(=O)(=O)c2ccc3c(c2)OCCCO3)OCc2cn(nn2)CCCC1=O	-4
CCN(CC(=O)Nc1ccc(NC(C)=O)cc1)C(=O)C1CC(=O)N(c2ccc3c(c2)OCCO3)C1 (centres undefined)	-4
CCOC(=O)C1=CN(Cc2cccc(-c3ccc4c(c3)OCO4)c2)S(=O)(=O)N(C)C1C (centres undefined)	-5
COc1ccc(CNC(=O)[C@@H](Cc2ccccc2)NC(=O)CC[C@H]2O[C@@H](n3ccc(=O)[nH]c3=O)[C@H](O)[C@@H]2O)cc1	-6
CCN(C(=O)COC(=O)c1cccc(S(=O)(=O)NCc2ccccc2)c1)c1ccccc1	-1
COc1cccc(CNC(=O)[C@@H]2CCCN2C(=O)[C@H]2CCCCN2C(=O)OC(C)(C)C)c1	5
Cc1ccc(-c2nc3cc(C)c(Br)c(C)n3c2Cc2cccc(F)c2)cc1	-6
CC1(C)OC2OC3C(CN)OC(c4ccccc4)OC3C2O1 (centres undefined)	-5
C[C@@H]1CN([C@@H](C)CO)C(=O)CCCn2nncc2CO[C@H]1CN(C)CC1CC1	2
COc1ccc(C(C)(O)c2nc(-c3cccs3)cs2)cc1 (centres undefined)	2
CCN1CCN(S(=O)(=O)c2ccc(Cl)c(C(=O)N(C)C3CCCCC3)c2)CC1	-5
Cc1cc(C)c2cc(C#N)c(NCCNC(=O)c3ccccc3)nc2c1	-8
COc1ccc(-n2c(-c3ccc(Cl)cc3)n[nH]c2=S)c(OC)c1	-8
